Source: PubChem BioAssay (several laboratories)
CatG inh – blocks human cathepsin G enzyme activity | P08311 | purified enzyme, AMC-tetrapeptide fluorescence, pooled mixtures | inhibition, % at 5 µM (by protocol) | hit rate 0.2% among 62,000 | AID 581;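 active = inhibition above 20% in each of the two mixture wells holding the compound; inactive = inhibition of 20% or less in either well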;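 also: 0% = enzyme control without mixture and 100% = blank lacking enzyme; strong numbers were not always called active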
Target sequence (P08311 21-244 limits assumed): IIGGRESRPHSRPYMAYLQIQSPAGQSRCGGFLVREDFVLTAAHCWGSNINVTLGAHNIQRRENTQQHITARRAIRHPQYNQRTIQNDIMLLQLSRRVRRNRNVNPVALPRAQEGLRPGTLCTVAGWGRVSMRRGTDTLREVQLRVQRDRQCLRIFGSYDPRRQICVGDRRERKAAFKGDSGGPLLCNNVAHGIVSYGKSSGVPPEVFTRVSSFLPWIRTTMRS
FXIa mix inh – factor XIa (human) inhibition, mixture screen; P03951; purified FXIa, fluorogenic substrate, pooled mixtures; inhibition, % at 5 µM; hit rate 0.19% among 62,000; AID 680;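 also: each value is inhibition by a whole ten-compound pool holding the compound; 0% = enzyme with no mixture and 100% = wells lacking enzyme; strong numbers were not always called active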
ROCK2 blocker – inhibitors of human Rho kinase 2. inhibition, % at 6 µM. purified ROCK2, Kinase-Glo ATP depletion luminescence. O75116. hit rate 0.35% among 60,000. AID 604;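 active = inhibition above the screen-wide mean inhibition plus 3 SD, cut at about 18% in these data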;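 also: plate controls were DMSO wells for no effect and Y-27632 control wells after no-enzyme background subtraction for full effect; many of its hits are not listed in these tables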
PKA kinase inh – PKA (human) kinase inhibition | hit rate 0.1% among 65,000 | PKA Kemptide phosphorylation, Kinase-Glo ATP luminescence | inhibition, % at 6 µM | AID 524;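 active = inhibition above the screen-wide mean inhibition plus 3 SD, cut at about 21% in these data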; also: many of its hits are not listed in these tables
FXIIa mix inh – blocks human factor XIIa in pooled compound mixtures; purified FXIIa, fluorogenic substrate; inhibition, % at 5 µM; hit rate 0.2% among 62,000; P00748; AID 684;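 also: 0% = enzyme without compound and 100% = no enzyme blank; some results filed as inactive read as strong as hits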
JNK3 inh – blocks human JNK3 kinase activity | purified JNK3 kinase activity, HTS | hit rate 0.61% among 60,000 | P53779 | AID 746 | inhibition, % at 8 µM; in the data active = inhibition above about 17%;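 also: 0% = DMSO and 100% = reference inhibitor; many of its hits are not listed in these tables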
C1s inh – human complement C1s inhibition | hit rate 0.16% among 62,000 | AID 538 | P09871 | mean inhibition % of two 10-compound mixtures (active compounds read high), % at 5 µM (by protocol) | purified C1s, fluorogenic AMC substrate, pooled mixtures;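 active = inhibition above 20% in each of the two 10-compound mixture wells holding the compound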;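 also: 0% = enzyme wells lacking compound mixture and 100% = no-enzyme blank wells; some compounds called inactive have numbers as strong as hits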
CatL inh – blocks human cathepsin L protease activity. inhibition, %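 (tested at 10 µM)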. hit rate 0.17% among 58,000. purified cathepsin L, fluorogenic substrate, fluorescence. P07711; in the data active = inhibition above about 45%;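 also: 0% = enzyme with no compound and 100% = no enzyme blank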
Target sequence (P07711 114-288 limits assumed): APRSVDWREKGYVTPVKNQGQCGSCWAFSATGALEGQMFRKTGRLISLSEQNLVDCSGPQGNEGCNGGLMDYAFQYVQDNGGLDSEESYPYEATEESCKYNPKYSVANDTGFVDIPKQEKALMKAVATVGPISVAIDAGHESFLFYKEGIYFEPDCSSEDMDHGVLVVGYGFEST
Target sequence (P07711 292-333 limits assumed): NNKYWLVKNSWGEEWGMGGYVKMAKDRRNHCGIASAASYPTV
CatS inh – blocks human cathepsin S protease activity; P25774; recombinant cathepsin S, AMC dipeptide fluorescence, pooled mixtures; inhibition, %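 (tested at 5 µM per compound within 10-compound mixtures)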; hit rate 0.06% among 62,000; AID 501; in the data active = inhibition above about 32%, passing the limit was not always enough;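 also: 0% = enzyme without compound and 100% = blank without enzyme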
Target sequence (P25774 115-331 limits assumed): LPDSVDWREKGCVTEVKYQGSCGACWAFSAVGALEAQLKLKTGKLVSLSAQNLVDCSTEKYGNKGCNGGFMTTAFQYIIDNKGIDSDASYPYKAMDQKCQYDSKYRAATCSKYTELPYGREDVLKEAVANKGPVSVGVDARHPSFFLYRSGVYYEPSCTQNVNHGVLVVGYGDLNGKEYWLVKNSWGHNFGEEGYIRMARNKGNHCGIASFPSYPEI
Starred values were filed as active, the others as inactive; x = no result given. Rule as the data show it, unless noted: active = inhibition above about 20% (passing the limit was not always enough); inactive = the rest.

CatG inh,FXIa mix inh,ROCK2 blocker,PKA kinase inh,FXIIa mix inh,JNK3 inh,C1s inh,CatL inh,CatS inh,compound
-9,-14,0,-1,4,-3,-75,4,-2,Cc1ccc(NC(=O)CSCC(N)=O)cc1C
4,-1,6,4,2,-2,5,8,-3,Cc1nc(C)c(C(=O)OCC(=O)N2CCN(c3ccccc3)CC2)s1
-4,0,-4,-4,4,-5,1,-3,-9,O=C(c1ccco1)N1CCN(CC2CC3C=CC2C3)CC1 (centres undefined)
5,-2,5,7,-4,2,-2,7,-3,COCc1c(Br)c(C)nc(OCC(=O)O)c1C#N
-4,13,5,4,2,-6,-5,x,-4,CCN(CCNC(=O)CC1Oc2ccccc2NC1=O)c1ccccc1 (centres undefined)
7,12,4,6,2,5,-14,2,5,Cc1ccccc1CSc1nncn1N
-4,3,6,12,-2,-4,-10,12,0,CC1CCN(CCNC(=O)CCS(=O)(=O)c2ccc(Br)cc2)CC1
2,-2,7,9,-4,0,5,7,9,COc1cccc(N2CCN(C(=O)NC3CCCCC3)CC2)c1
10,5,-1,4,5,-7,16,-5,3,Cc1cc(C)n(-c2nc(NC(C)C)nc(NC(C)C)n2)n1
4,5,0,2,0,3,-31,-4,17,CCCCOC(=O)C1=C(C)Nc2ncnn2C1c1ccc(OC)c(OC)c1OC (centres undefined)
7,10,7,12,5,6,9,4,-4,c1csc(-c2nc(-c3ccncc3)no2)c1
-3,-4,6,17,1,2,-10,1,2,C[C@H](NC(=O)NCc1cccs1)C(=O)O
3,20,3,4,0,-1,-2,x,5,CCN(CCNC(=O)c1cc(C)nn1-c1ccccc1)c1ccccc1
1,1,4,2,13,-4,-28,10,4,CCC(=O)Nc1ccc(C(=O)CSc2nnc(CNc3ccc(Cl)cc3)o2)cc1OC
1,4,x,-1,5,x,0,16,16,C=CCn1c(=O)/c(=C/c2cc(OC)c(OC)c(OC)c2)s/c1=C(/C#N)c1nc2ccccc2n1C
10,9,5,10,2,7,11,9,1,COc1ccccc1C(=O)NCC(=O)Nc1ccccc1
0,5,0,0,5,2,1,-15,18,CCOC(=O)c1cc2sccc2n1CC(=O)OC(C)C
-10,-4,-3,2,2,2,-21,2,-2,Cc1noc(C)c1S(=O)(=O)Nc1ccc(C(=O)N2CCN(c3ccc(Cl)cc3)CC2)cc1
7,10,4,9,10,-1,3,11,1,CC(NC(=O)COC(=O)CCNC(=O)c1ccco1)C12CC3CC(CC(C3)C1)C2 (centres undefined)
12,4,10,13,8,-2,7,5,-1,COC(=O)c1cccc(N2C(=O)c3cccnc3C2=O)c1
-1,-1,8,8,11,-5,3,0,0,Cc1cccc2cc(CN(CCN3CCOCC3)C(=O)NCc3ccccc3)c(=O)[nH]c12
-2,3,0,3,5,-7,0,-2,2,Cc1ccc(NCc2nnc(SCC(=O)Nc3ncc(C)s3)n2Cc2ccco2)c(C)c1
-12,0,0,10,1,7,-46,-1,12,O=C(CN1CCC(O)CC1)N1c2ccccc2C=Cc2ccccc21
7,0,-2,-4,4,-11,6,17,19,Cc1nn2cc(-c3ccc(N)cc3)nc2s1
-1,-1,x,7,8,x,0,6,4,CN(C)CCCN1C(=O)C(=O)/C(=C(/O)c2ccc3c(c2)OCO3)C1c1cccnc1 (centres undefined)
-1,2,4,7,3,-1,0,-6,0,NC(=O)c1ccc(NS(=O)(=O)c2ccccc2F)cc1
7,2,3,6,3,-4,4,3,0,CCOc1ccc2nc(N3CCCC(C(=O)NCCCN4CCOCC4)C3)sc2c1 (centres undefined)
10,7,5,7,4,-1,12,11,-1,O=C(CSCc1ccccc1)Nc1ccc2c(c1)OCO2
0,9,-2,3,-2,-2,-2,-5,6,CC(C)C(=O)Nc1c(C(=O)c2ccc(F)cc2)oc2ccccc12
14,-1,5,2,12,1,1,11,15,Cc1cccc(CC2CC(=O)N(C3CCCCC3)C2=O)c1 (centres undefined)
-3,6,4,-3,-4,-7,0,9,18,O=C(N1CCCCC1)N1CCCN(C(=O)N2CCCCC2)CC1
9,10,-4,0,-9,-1,15,-1,-1,O=C(NCc1ccccn1)Nc1cccc(NC(=O)NCc2ccccn2)c1
x,x,2,3,x,4,x,11,x,CCOC(=O)c1[nH]c2ccccc2c1N=C(C)N(CC)CC
x,x,5,6,x,-1,x,27,x,CC(C)(C)NCC(=O)c1c[nH]c2ccccc12
5,-5,3,8,4,-2,-15,17,-10,O=C(CSc1nnnn1-c1ccccc1)CC(=O)Nc1ccc(Cl)cc1
13,6,2,6,0,0,20,17,11,COC(=O)c1ccccc1NC(=O)CNC(=O)c1ccco1
1,4,-1,2,2,-12,3,3,-3,Cc1cc(C)n(C(=O)C23CC4CC(CC(C4)C2)C3)n1
x,x,10,3,x,-1,x,17,x,CN(C)CCCN1C(=O)C(O)=C(C(=O)c2cc3ccccc3o2)C1c1ccccn1 (centres undefined)
-1,4,x,6,-2,x,-4,-3,-6,CC1CCCN(c2nc3ccsc3c(=O)s2)C1 (centres undefined)
7,6,x,1,5,x,8,13,17,COc1cc2c(cc1OC)C(C(=O)N1CCCCC1)C(c1ccccc1F)N(C)C2=O (centres undefined)
-1,3,8,-2,4,6,-25,-3,2,Cc1nc(Nc2cccc(C(F)(F)F)c2)nc2c1C(=O)CC(C)C2 (centres undefined)
10,-4,5,5,-8,4,1,x,1,CCOc1ccc(S(=O)(=O)Nc2cccc(C(=O)N3CCN(c4ccc(OC)cc4)CC3)c2)cc1
5,9,x,-1,-1,x,15,-1,-4,Cc1c(C(=O)NCCc2ccccc2)oc2ccc(S(=O)(=O)N3CCC4(CC3)OCCO4)cc12
9,7,4,0,1,-3,15,-8,-5,CN(Cc1ccccc1)c1nnc(N)s1
8,-1,4,4,4,-2,1,4,-4,O=C(CCC(=O)c1cccs1)OCC(=O)c1ccc(Cl)s1
8,9,4,6,0,-1,7,-3,-2,C=CCN(C(=O)c1ccccc1)c1ccc(OC)cc1
12,-5,5,8,-1,3,1,0,0,COC(=O)c1ccc(CSc2nc3ccccc3o2)cc1
8,-1,4,7,-17,-2,0,15,16,COC(=O)c1ccc(NC(=O)CN2CCN(S(=O)(=O)c3cc(Cl)ccc3OC)CC2)cc1
0,-2,2,2,8,0,-29,15,1,CCN(CC(=O)NC1CCCCC1)S(=O)(=O)c1ccc(Cl)cc1
10,5,6,7,6,1,8,9,-13,CCN(CC)CCOc1cccc(C(C)C)c1

Other compounds follow.
CatG inh,FXIa mix inh,ROCK2 blocker,PKA kinase inh,FXIIa mix inh,JNK3 inh,C1s inh,CatL inh,CatS inh,compound
-11,-1,-1,6,0,-6,-32,-9,-7,COCCCNC(=O)Nc1ccc(Br)cc1Cl
6,-2,7,10,-1,6,-2,-2,1,COc1ccc(C)cc1N(CC(=O)Nc1cccc(N(C)S(C)(=O)=O)c1)S(C)(=O)=O
9,3,6,6,11,3,17,11,6,O=C(O)CSc1nnc(Cc2ccccc2)n1-c1ccccc1
10,9,0,7,0,6,8,10,-5,CC(C)C(=O)Nc1cccc(C(=O)Nc2ccc3c(c2)OCO3)c1
4,9,-8,-8,5,-1,3,0,15,CC(=O)OCC1=C(C(=O)O)N2C(=O)[C@@H](NC(=O)Cc3cccs3)[C@H]2SC1
-5,5,0,4,12,-5,1,-2,-11,CC(C)[C@H](NC(=O)NCc1ccco1)C(=O)O
-4,0,6,1,5,1,-31,x,2,COc1ccc(C)cc1NC(=O)C1CCCN(S(=O)(=O)c2c(C)noc2/C=C/N(C)C)C1 (centres undefined)
11,0,0,4,5,1,-11,7,11,O=C(O)COc1ccc(S(=O)(=O)NCCc2ccccc2)cc1
5,1,x,x,3,x,-1,1,-3,CCC(CC)C(=O)NCCc1ccc(OC)c(OC)c1
7,-2,3,3,-21,3,0,2,-4,Cc1ccc(S(=O)(=O)N2CCC(C(=O)N3CCC(C(=O)NCC4CCCO4)CC3)CC2)cc1 (centres undefined)
8,-3,3,5,3,7,-10,24,4,NC(=O)C1CCC(NC(=O)OCc2ccccc2)CC1 (centres undefined)
-3,4,7,7,-3,4,-25,-2,-4,COc1ccc(OC)c(C2CC(=O)N3CN(c4ccccc4)CSC3=C2C#N)c1 (centres undefined)
8,1,1,3,-7,4,4,12,-2,COc1ccc(OC(C)C(=O)N2CCOCC2)cc1 (centres undefined)
-1,3,x,x,1,x,3,x,-2,O=C(CCCOc1ccc(Cl)cc1)N1CCCCC1
-3,0,1,-2,8,2,-12,-124,-5,CC(=O)C(C)Oc1cc(C)cc2oc(=O)c(C)c(C)c12 (centres undefined)
7,9,-5,-2,-10,-2,9,2,0,COc1ccccc1NC(=O)CNC(=O)c1ccccc1
-1,4,x,0,6,x,-41,10,17,CCOC(=O)CNC(=O)Cn1cnc2sc(C)c(S(=O)(=O)N3CCC(C)CC3)c2c1=O
7,-2,x,8,5,x,-6,13,-1,Cc1ccc2c3c(c(SCC(=O)Nc4nonc4C)nc2c1)CCCC3
-3,20,x,8,-1,x,-8,-1,9,CCSc1nc(N)c2c3c(sc2n1)CN(C)CC3
-6,2,-1,-7,4,-7,-1,8,0,CCOC(=O)C1CCCN(c2c(NCc3ccco3)c(=O)c2=O)C1 (centres undefined)
10,5,5,9,6,-6,10,5,-4,CCN1CCn2c1nc(N1CCOCC1)nc2=O
55*,14,5,5,9,-5,7,0,9,COc1ccc(-c2cc(C(=O)NCc3ccc(Cl)cc3)no2)cc1OC
11,0,4,7,-20,-3,11,14,-1,CN(Cc1nc(-c2ccncc2)no1)S(=O)(=O)c1ccc(Br)cc1

Three entries from above, sorted by the value under CatL inh, largest number first:
molecule	CatG inh	FXIa mix inh	ROCK2 blocker	PKA kinase inh	FXIIa mix inh	JNK3 inh	C1s inh	CatL inh	CatS inh
CN(Cc1nc(-c2ccncc2)no1)S(=O)(=O)c1ccc(Br)cc1	11	0	4	7	-20	-3	11	14	-1
Cc1ccc2c3c(c(SCC(=O)Nc4nonc4C)nc2c1)CCCC3	7	-2	x	8	5	x	-6	13	-1
COc1ccc(-c2cc(C(=O)NCc3ccc(Cl)cc3)no2)cc1OC	55*	14	5	5	9	-5	7	0	9
